PrPC surface inh = reduces human prion protein on the cell surface; cell surface PrPC, TR-FRET read-out; P04156; AID 720596; 0.43% of 370,000 active; inhibition, % at 13.8 µM; in the data active = inhibition above about 24%; note: 0% = median of the test wells and 100% = reference compound wells
CCHFV vOTU inh = blocks the CCHF virus ovarian tumor domain protease; AID 651958; CCHFV vOTU protease, Pep-AMC fluorescence; 0.55% of 370,000 active; inhibition, % at 11.5 µM; in the data active = inhibition above about 30%; note: 0% = vehicle wells with enzyme and 100% = no enzyme wells
Starred values were filed as active, the others as inactive. Not all compounds are listed; count on the stated rates, not on these rows.

What do the screens show for `CN(Cc1ccco1)S(=O)(=O)c1ccc2c(c1)CCN2C(=O)CC(C)(C)C`?
PrPC surface inh: 3; CCHFV vOTU inh: 6

How did COc1cc(CN2CCN(c3ccc(C)cc3)CC2)cc([N+](=O)[O-])c1O do in these assays?
PrPC surface inh: -14; CCHFV vOTU inh: 1

Results for CC(=O)c1cc(-c2ccc(-c3cc(C(=O)O)c4ccccc4n3)cc2)c(=O)n2c1CCC2 ?
PrPC surface inh: -18; CCHFV vOTU inh: 4

How did O=C(C1CCCN1S(=O)(=O)c1ccc(F)cc1)N1CCc2ccccc2C1 (stereo unspecified) do in these assays?
PrPC surface inh: -5; CCHFV vOTU inh: -2

How did Cc1nn(CCC(=O)NNC(=O)Nc2ccccc2F)c(C)c1[N+](=O)[O-] do in these assays?
PrPC surface inh: -2; CCHFV vOTU inh: -6

What do the screens show for `COC(=O)[C@@]12CCCCC3=C1N(CCC3)C(=O)[C@H]2CC(=O)N1CCN(C(=O)c2ccco2)CC1`?
PrPC surface inh: -2; CCHFV vOTU inh: -5

Results for CCC(c1nnc(SCCNCCO)n1CCN1CCOCC1)N(C)C (stereo unspecified) ?
PrPC surface inh: 4; CCHFV vOTU inh: 2

What do the screens show for `C[C@@H]1CCCN1c1cccc2c1S(=O)(=O)N1CC[C@@H](C1)O2`?
PrPC surface inh: -6; CCHFV vOTU inh: -1

What do the screens show for `CCCC[C@H]1C2CC(OC(=O)Nc3ccc(Cl)cc3)C(C2)[C@H]2CCCCN21` (stereo partly specified)?
PrPC surface inh: 6; CCHFV vOTU inh: -2

What do the screens show for `COC(=O)[C@H](CC(C)C)N(Cc1cn(Cc2ccccc2)nn1)S(=O)(=O)c1ccccc1Br`?
PrPC surface inh: 7; CCHFV vOTU inh: 12

Results for CCOC(=O)Cn1cc(CN2C(C(=O)OC)CN(Cc3ccc(C)cc3)CCS2(=O)=O)nn1 (stereo unspecified) ?
PrPC surface inh: 0; CCHFV vOTU inh: 0

What do the screens show for `COc1cc2c(cc1NC(=O)CSc1nnc(-c3cccnc3)n1-c1ccc(Br)cc1)oc1ccccc12`?
PrPC surface inh: 4; CCHFV vOTU inh: 5

Results for CCOC(=O)[C@@]12CCCC3=C1N(CCC3)C(=O)[C@H]2CC(=O)NCc1ccc(C)o1 ?
PrPC surface inh: -1; CCHFV vOTU inh: -6

Results for CCCCNC(=O)C[C@H]1C[C@@]2(C(=O)OC)C(=C[C@H](COCc3ccccc3)O[C@@H]2C)N(Cc2ccc(Cl)cc2Cl)C1=O ?
PrPC surface inh: -9; CCHFV vOTU inh: 16

Results for COc1ccc([C@H]2OC(=O)C[C@@H]2C(=O)N2CCN(c3ccccc3F)CC2)cc1OC ?
PrPC surface inh: -4; CCHFV vOTU inh: -1

What do the screens show for `CC(=O)OC12CCCN(C1)/C(=C/c1cccnc1)C2` (stereo unspecified)?
PrPC surface inh: -7; CCHFV vOTU inh: -4

What do the screens show for `COC(=O)[C@]12C[C@H](CC(=O)N3CCCCC3)C(=O)N(Cc3ccccc3)C1=C[C@H](COCc1ccccc1)O[C@@H]2C`?
PrPC surface inh: 14; CCHFV vOTU inh: -1

What do the screens show for `Cc1ccc(CN2CCCCC(NC(=O)c3ccc(F)cc3)C2=O)cc1` (stereo unspecified)?
PrPC surface inh: 6; CCHFV vOTU inh: -4

How did COC(=O)[C@H](CC(C)C)N1Cc2nnn(Cc3ccc(C)cc3)c2-c2cc(F)ccc2S1(=O)=O do in these assays?
PrPC surface inh: 11; CCHFV vOTU inh: 17

How did Cc1cccc(NC(=O)[C@H]2CC(=O)O[C@@H]2c2ccccc2)c1C do in these assays?
PrPC surface inh: -7; CCHFV vOTU inh: -5

How did C=CCn1c(SCc2c(Cl)cccc2Cl)nnc1-c1cccc(C)c1 do in these assays?
PrPC surface inh: 3; CCHFV vOTU inh: 2

Results for COc1ccc(CN(CCN2CCOCC2)C(=O)c2cc(F)ccc2C)cc1OC ?
PrPC surface inh: -3; CCHFV vOTU inh: -6

Results for Cc1cc(NC(=O)c2ccc(S(=O)(=O)N3CCOCC3)cc2)nc2c1c(=O)oc1ccccc12 ?
PrPC surface inh: 1; CCHFV vOTU inh: 8

Results for CC(=O)CC[C@@H]1CC[C@]2(CCCN(C(=O)C3CCCC3)C2)O1 ?
PrPC surface inh: -7; CCHFV vOTU inh: -3

What do the screens show for `CCOC(=O)[C@@]12CCCC3=C1N(CCC3)C(=O)[C@H]2CC(=O)N1CCC(c2ccccc2)CC1`?
PrPC surface inh: 7; CCHFV vOTU inh: 11

What do the screens show for `CC(C)c1cc(C(C)C)c(S(=O)(=O)N2CCC(C(=O)NCC3COCCO3)CC2)c(C(C)C)c1` (stereo unspecified)?
PrPC surface inh: -11; CCHFV vOTU inh: 4

How did CCCc1cn(-c2ccc3c(c2)[C@]2(CC(=O)N(C)C2c2ccccc2)C(=O)N3CC(C)C)nn1 (stereo partly specified) do in these assays?
PrPC surface inh: -4; CCHFV vOTU inh: 2

What do the screens show for `Cc1cccc(NC(=O)CSc2nnc(-c3cccnc3)n2Cc2ccco2)c1C`?
PrPC surface inh: 2; CCHFV vOTU inh: 2

Results for CC(=O)c1cc(-c2ccccc2)n(CC(=O)NCc2ccc(F)cc2)c1C ?
PrPC surface inh: 4; CCHFV vOTU inh: -3

Results for CN(C)c1ccc(-c2nc3ncc(Cl)cc3[nH]2)cc1 ?
PrPC surface inh: -4; CCHFV vOTU inh: -71

How did CCOC(=O)CC[C@@H]1CC[C@]2(CCCN(Cc3ccc(OC)cc3)C2)O1 do in these assays?
PrPC surface inh: 7; CCHFV vOTU inh: 2

How did CCn1c(=O)n(CC(=O)N2CCCC2)c(=O)c2ccccc21 do in these assays?
PrPC surface inh: 1; CCHFV vOTU inh: -5

Results for O=C(CSc1nnc(SCc2cccc3ccccc23)s1)Nc1ccc(S(=O)(=O)Nc2nccs2)cc1 ?
PrPC surface inh: 3; CCHFV vOTU inh: 27

How did CN1Cc2nnn(CC3CCCCC3)c2-c2ccccc2S1(=O)=O do in these assays?
PrPC surface inh: 3; CCHFV vOTU inh: 3

Results for Cn1c(NC(=O)c2ccccc2)nc(Cc2ccccc2)c1-c1ccccc1 ?
PrPC surface inh: 9; CCHFV vOTU inh: 8

How did CCCCC(=O)Nc1ccc(C(=O)NCC2COc3ccccc3O2)cc1 (stereo unspecified) do in these assays?
PrPC surface inh: 4; CCHFV vOTU inh: -3

Results for COC(=O)[C@]12C[C@H](CC(=O)NCC34CC5CC(CC(C5)C3)C4)C(=O)N(Cc3ccccc3)C1=C[C@H](COCc1ccccc1)O[C@@H]2C ?
PrPC surface inh: -6; CCHFV vOTU inh: 4

How did COC(=O)[C@H](C(C)C)N(Cc1cn(Cc2ccccc2)nn1)S(=O)(=O)c1ccccc1Br do in these assays?
PrPC surface inh: 10; CCHFV vOTU inh: 4

What do the screens show for `COc1ccc2c(c1)CCCN2C(=O)C1CCCN(S(=O)(=O)c2cccs2)C1` (stereo unspecified)?
PrPC surface inh: 10; CCHFV vOTU inh: 1

Results for C[C@H](O)[C@@H]1CN2CCc3c([nH]c4cccc(-c5ccccc5)c34)[C@@H]2C[C@@H]1N(C)C(=O)c1ccco1 ?
PrPC surface inh: -11; CCHFV vOTU inh: -5

The final 3 entries of the section above come first, to join the parts.
How did COC(=O)[C@H](C(C)C)N(Cc1cn(Cc2ccccc2)nn1)S(=O)(=O)c1ccccc1Br do in these assays?
PrPC surface inh: 10; CCHFV vOTU inh: 4

What do the screens show for `COc1ccc2c(c1)CCCN2C(=O)C1CCCN(S(=O)(=O)c2cccs2)C1` (stereo unspecified)?
PrPC surface inh: 10; CCHFV vOTU inh: 1

Results for C[C@H](O)[C@@H]1CN2CCc3c([nH]c4cccc(-c5ccccc5)c34)[C@@H]2C[C@@H]1N(C)C(=O)c1ccco1 ?
PrPC surface inh: -11; CCHFV vOTU inh: -5

What do the screens show for `COC(=O)CSc1nnc(-c2ccc(NS(=O)(=O)c3ccc(C(C)(C)C)cc3)cc2)o1`?
PrPC surface inh: 6; CCHFV vOTU inh: 22

How did Cc1ccc(NC(=O)Cn2nnc(-c3ccccc3F)n2)cc1C do in these assays?
PrPC surface inh: 5; CCHFV vOTU inh: -1

What do the screens show for `COc1ccc2c(c1)CCCN2C(=O)C1CCCN(S(=O)(=O)c2ccc(Cl)s2)C1` (stereo unspecified)?
PrPC surface inh: 12; CCHFV vOTU inh: 3

How did N#Cc1ccc(Cn2nnc(-c3ccc(N4CCOCC4)cc3)n2)cc1 do in these assays?
PrPC surface inh: -9; CCHFV vOTU inh: -9

What do the screens show for `C#CCN1CC(N(C)CCOC(=O)CC2C=CCC2)CS1(=O)=O` (stereo unspecified)?
PrPC surface inh: 2; CCHFV vOTU inh: -2

How did O=C(NCc1ccco1)C1CCCN(S(=O)(=O)c2ccc(Cl)s2)C1 (stereo unspecified) do in these assays?
PrPC surface inh: 6; CCHFV vOTU inh: -9

How did COC(=O)C1CN(Cc2ccc(F)cc2)CCS(=O)(=O)N1Cc1cn(Cc2ccc(C)cc2)nn1 (stereo unspecified) do in these assays?
PrPC surface inh: -1; CCHFV vOTU inh: 5

How did c1ccc(Cn2ccc3ccc(-c4ccc5ccn(Cc6ccc7ccccc7c6)c5c4)cc32)cc1 do in these assays?
PrPC surface inh: 2; CCHFV vOTU inh: 2

What do the screens show for `CCN(CC)C(=O)CC[C@@H]1CC[C@]2(CCCN(C(=O)c3ccno3)C2)O1`?
PrPC surface inh: -3; CCHFV vOTU inh: 8

What do the screens show for `O=C(OCC(=O)c1ccc[nH]1)c1ccc(S(=O)(=O)N2CCCCC2)cc1`?
PrPC surface inh: -2; CCHFV vOTU inh: 2

How did CN(C)CC(c1ccc(O)cc1)C1(O)CCCCC1 (stereo unspecified) do in these assays?
PrPC surface inh: 0; CCHFV vOTU inh: -9

How did CCCC[C@@H]1C(=O)N2N=Cc3ccccc3[C@H]2N2N=Cc3ccccc3[C@@H]12 do in these assays?
PrPC surface inh: 2; CCHFV vOTU inh: 3

What do the screens show for `COC(=O)[C@@H](CC(C)C)CP(=O)(OC)[C@@H](C)NC(=O)OCc1ccccc1` (stereo partly specified)?
PrPC surface inh: -9; CCHFV vOTU inh: -9

How did COC(=O)[C@]12C[C@H](CC(=O)NCc3ccccc3)C(=O)N(CCC3=CCCCC3)C1=C[C@H](C(C)C)O[C@@H]2C1CC1 do in these assays?
PrPC surface inh: 2; CCHFV vOTU inh: 23

What do the screens show for `O=C(OC12CCCN(C1)/C(=C/c1cccc(Cl)c1)C2)C1CCCCC1` (stereo unspecified)?
PrPC surface inh: -1; CCHFV vOTU inh: 3

How did CCCC[C@H](C(=O)N(C)c1cccc(OC)c1)[C@@H](O)c1ccc(C(C)=O)cc1 do in these assays?
PrPC surface inh: -1; CCHFV vOTU inh: 1

What do the screens show for `COCCCNC(=O)C1CCN(S(=O)(=O)c2ccc3[nH]c(=O)oc3c2)CC1`?
PrPC surface inh: 5; CCHFV vOTU inh: 9

How did CN(C)c1cccc(/C=C2\CC3(OC(=O)c4ccccc4)CCCN2C3)c1 (stereo unspecified) do in these assays?
PrPC surface inh: -1; CCHFV vOTU inh: 13

What do the screens show for `COc1cccc(N2CCN(CC(=O)NCc3ccco3)CC2)c1`?
PrPC surface inh: -8; CCHFV vOTU inh: -1

Results for CCCCN1C(=O)N2Cc3ccc(C)cc3C2CS1(=O)=O (stereo unspecified) ?
PrPC surface inh: 0; CCHFV vOTU inh: -9

What do the screens show for `C[C@@H]1C(=O)N2N=Cc3ccccc3[C@H]2N2N=Cc3ccccc3[C@@H]12`?
PrPC surface inh: -11; CCHFV vOTU inh: 1

Results for COc1ccc(Cn2cc(COC(=O)Nc3ccc(F)cc3)nn2)cc1 ?
PrPC surface inh: 3; CCHFV vOTU inh: -5

How did COC(=O)C1CN(Cc2ccc(OC)cc2)CCS(=O)(=O)N1Cc1ccc(C)cc1 (stereo unspecified) do in these assays?
PrPC surface inh: 5; CCHFV vOTU inh: 2

Results for CCCCNC(=O)C1CCCN1C(=O)NCc1ccccc1OC (stereo unspecified) ?
PrPC surface inh: -11; CCHFV vOTU inh: -3

Results for Cc1nc2ccc(NC(=O)c3cc(Cl)ccc3F)cc2c(=O)[nH]1 ?
PrPC surface inh: 3; CCHFV vOTU inh: -4

What do the screens show for `Cc1ccc(NC(=O)c2cc(C)nn2-c2ccccc2)c(C)c1`?
PrPC surface inh: 5; CCHFV vOTU inh: -1

What do the screens show for `O=C(CSc1nnc(-c2cccnc2)n1-c1ccc(Cl)cc1)Nc1ccccc1-c1ccccc1`?
PrPC surface inh: 4; CCHFV vOTU inh: 2

What do the screens show for `C(=C\c1ccccc1)/CSc1nnc(Cc2cccs2)n1-c1ccccc1`?
PrPC surface inh: -2; CCHFV vOTU inh: 3

Results for CCOc1ccc(/C=C2\NCCc3cc(OCC)c(OCC)cc32)cc1OCC ?
PrPC surface inh: 11; CCHFV vOTU inh: 9

How did COc1ccc(S[C@]2(C(=O)N(C)C)CC(=O)N(C(=O)C3CC3)[C@@H]2c2ccc(OC)cc2)cc1 do in these assays?
PrPC surface inh: -6; CCHFV vOTU inh: -2

What do the screens show for `O=S(=O)(c1ccccc1)n1c(CN2CCOCC2)nc2ccccc21`?
PrPC surface inh: 6; CCHFV vOTU inh: 0

A draw from above in order of length of the SMILES, lowest first:
Results for CCCCNC(=O)C1CCCN1C(=O)NCc1ccccc1OC (stereo unspecified) ?
PrPC surface inh: -11; CCHFV vOTU inh: -3

Results for Cc1nc2ccc(NC(=O)c3cc(Cl)ccc3F)cc2c(=O)[nH]1 ?
PrPC surface inh: 3; CCHFV vOTU inh: -4

How did COC(=O)C1CN(Cc2ccc(OC)cc2)CCS(=O)(=O)N1Cc1ccc(C)cc1 (stereo unspecified) do in these assays?
PrPC surface inh: 5; CCHFV vOTU inh: 2

What do the screens show for `O=C(CSc1nnc(-c2cccnc2)n1-c1ccc(Cl)cc1)Nc1ccccc1-c1ccccc1`?
PrPC surface inh: 4; CCHFV vOTU inh: 2

How did COc1ccc(S[C@]2(C(=O)N(C)C)CC(=O)N(C(=O)C3CC3)[C@@H]2c2ccc(OC)cc2)cc1 do in these assays?
PrPC surface inh: -6; CCHFV vOTU inh: -2
